# S3 lipid droplet: qHTS Assay for Lipid Storage Modulators in Drosophila S3 Cells; Drosophila S3 cells, BODIPY lipid droplet fluorescence, 18-24 h; cells fed with added oleic acid; actives 0.64% (n = 320,000); lipid storage change, negative = inhibition, % at the top dose, mostly 46.1 µM; hits show Potency in µM; AID 2685; active = well fitted inhibition curve with a large enough effect in the signal ratio, with a control signal flat, not every such curve was filed as active; inconclusive = small, poorly fitted or top-dose-only effect, or effect the other way, or a change in a side signal; the % refers to the signal ratio
#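 Drosophila S3 cells loaded with oleic acid (400 uM, as added) and compounds at several concentrations; lipid droplets imaged by 488-nm laser-scanning cytometry, 500–530 nm intensity and object ratio to cell channel. Percent activity normalized to 20 uM Triacsin C.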
# S3 lipid droplet cell count max: second read-out of S3 lipid droplet, no call of its own (marks repeat the call); cell number change, %; measured here: cell count max response;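 cells counted by Cell Tracker Red CMTPX staining in the red channel; peak over a dose series mostly up to 46.1 µM; percent activity relative to internal control wells on each plate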
# Numbers without * were called inactive; i = inactive; u = inconclusive; x = no result given. % is scaled to controls: 0 for no effect and ±100 for the full control effect; potency is read from the fitted curve at half-maximal effect. This is a subset; rates above refer to the full screens.
SMILES,S3 lipid droplet,S3 lipid droplet cell count max
Cc1cc(C)c(NC(=O)CSc2ccc(-c3ccccn3)nn2)c(C)c1,u,x
COC(=O)c1cc2sccc2n1Cc1nc(-c2ccc(OC)cc2)oc1C,-8.4%,-4.1
Cc1cccc(C)c1OCc1cc(C(=O)NC2CCC2)no1,u,x
CCN(CC)CCN(C(=O)c1ccc(S(=O)(=O)N(C)C2CCCCC2)cc1)c1nc2c(C)cccc2s1,-29.7%,16.2
COc1ccc(S(=O)(=O)N2CCOCC2)cc1NC(=O)c1ccc(=O)[nH]c1,u,x
O=C(Nc1ccc(S(=O)(=O)N2CCc3ccccc3C2)cc1)C1CCCO1 (centres undefined),u,x
COc1ccc2c(c1OC)C(=O)N1C2SC(C)(C)[C@H]1C(=O)NC(C)C (some centres undefined),0.4%,12.5
CCN(CC)CC(O)COc1ccc2c(c1)OCO2 (centres undefined),u,x
CCC(C)N1CC(=O)N2C(c3ccc(OC)cc3OC)c3[nH]c4ccccc4c3C[C@H]2C1=O (some centres undefined),u,x
CCCCC(=O)NC1(C(F)(F)F)C(=O)Nc2c1c(=O)[nH]c(=O)n2Cc1ccco1 (centres undefined),u,x
O=C(C1CCC(C(=O)N2CCc3ccccc32)CC1)N1CCc2ccccc21 (centres undefined),u,x
Cc1ccc(S(=O)(=O)CC(=O)c2ccccc2)cc1,u,x
COc1cccc(N=Nc2c(N)[nH]n3c(=O)cc(-c4ccccc4)nc23)c1,u,x
C=CCn1c(CCNC(=O)c2cccs2)nnc1SCC(=O)c1ccc(Cl)cc1,u,x
CCC(C)n1nccc1NC(=O)C(C)OC(=O)c1cc2ccccc2[nH]1 (centres undefined),u,x
Cc1c([N+](=O)[O-])c(C(=O)Nc2ccc3c(c2)OCCO3)nn1C,i,23.2
O=C(N/N=C/c1cccc(Oc2ccccc2)c1)c1cccc(O)c1,u,x
CC(=O)N1CCN(c2cc3c(cc2F)c(=O)c(C(=O)O)cn3C2CC2)CC1,u,x
O=C(Cn1c2ccccc2c(=O)c2ccccc21)Nc1cccc(F)c1,0.2%,x
CC1CN(Cc2c(O)ccc3c2oc(=O)c2ccccc23)CC(C)O1 (centres undefined),u,x
COc1ccc(-c2csc(NC(=O)CSc3n[nH]c(N)n3)n2)cc1,u,x
C=C(C)C(=O)Nc1cccc(C2=NOC3(C2)C[C@@H](C(N)=O)N(C(=O)[C@H]2CCC(=O)N2)C3)c1 (some centres undefined),15.5%,5.3
COc1ccc(C2=NN(C(=O)CN3CCCCC3)C(c3ccc(C)cc3)C2)cc1 (centres undefined),u,x
COC(=O)c1sc(NC(=O)Cc2cccs2)nc1C,u,x
CC(C)(C)N(Cc1ccccc1)C(=O)CSc1nnc(CNc2ccc(F)cc2)o1,8.3%,-16.9
COc1cc(S(=O)(=O)Nc2ccc(Br)cc2)ccc1N,1.5%,-0.5
CCCCN1C(=O)c2ccc(C(=O)Nc3ccccc3N3CCOCC3)cc2C1=O,u,x
COC(=O)CCCC1=CC2=CC(=O)C(C)(OC(=O)c3cccs3)C(=O)C2=CN1Cc1ccccc1 (centres undefined),-6.8%,16.7
CCOc1ccc(C(=O)NCC(=O)OCc2c(C)noc2C)cc1OCC,9.6%,18.3
COc1ccc(CCNC(=O)c2c(C)nc3ccccn23)cc1OC,8.1%,0.3
CCn1ncc(-c2cc(C(=O)O)no2)c1C,4.9%,1.0
Cc1c(CC(=O)N[C@@H](C)C(=O)O)c(=O)oc2cc3oc4c(c3cc12)CCCC4,-17.5%,-4.9
COCCN1Cc2cccc(C(=O)N3CCN(c4cc(C)ccc4C)CC3)c2C1=O,u,x
COc1ccc(OC)c(C2=NS(=O)(=O)N(C)C(C(=O)Nc3cccc(C(C)=O)c3)=C2)c1,14.0%,14.0
COc1ccc(Cn2ccnc2CO)cc1[N+](=O)[O-],3.0%,8.8
CCN(c1ccccc1)S(=O)(=O)c1ccc2[nH]c(=O)c(=O)[nH]c2c1,i,10.9
O=C(CN1CCN(S(=O)(=O)c2cccs2)CC1)N1CCCCC1,11.5%,-1.3
Cc1ccc(CC2S/C(=C(/C#N)C(=O)N3CCOCC3)N(c3ccccc3)C2=O)cc1 (centres undefined),20.5%,10.8
C#CCNC(=O)C1=C[C@H](C(C)(C)C)C[C@H](OCc2ccc(CO)cc2)O1,7.2%,10.0
O=C(CCn1cnnn1)Nc1ccc(Cl)c(Cl)c1,u,x
CCOC(=O)C1=NN(c2ccc(C)cc2)C2(S1)SC(C(C)=O)=C(C)N2c1ccccc1 (centres undefined),21.5%,-6.6
CCN(CC(=O)Nc1c(F)cccc1F)C(=O)c1cccc(-n2cnnn2)c1,28.1%,-6.3
O=C(Nc1ccc2c(c1)CCC2)C1CCN(c2c3c(nc4ncnn24)CCC3)CC1,u,x
CC(C)c1ccc(C(=O)Nc2cccnc2)cc1,7.0%,21.4
Cc1cccc(/C=N/NC(=O)c2cc3c(s2)-c2ccccc2CC3)c1,i,-1.8
CC(C)(C)c1cc(C(=O)O)c(CN2CCCCC2)o1,u,x
COc1ccc2nc(C)cc(SCC(=O)NNC(=O)COc3cccc4ccccc34)c2c1,u,x
CCOCCn1c(CN2CCN(CC)CC2)nc2c1c(=O)n(C)c(=O)n2C,3.9%,0.1

# Record cards (already shown). Order of screens: S3 lipid droplet, S3 lipid droplet cell count max
# CCOCCn1c(CN2CCN(CC)CC2)nc2c1c(=O)n(C)c(=O)n2C across the screens: 3.9%, 0.1
# O=C(CCn1cnnn1)Nc1ccc(Cl)c(Cl)c1 across the screens: u, x

# The results go on:
SMILES,S3 lipid droplet,S3 lipid droplet cell count max
CC(Oc1ccc(-n2cnnn2)cc1)C(=O)O (centres undefined),1.3%,24.6
CCCNc1c(NS(=O)(=O)c2c(F)c(F)c(F)c(F)c2F)c(=O)oc2ccccc12,u,x
Cc1ccc(C(C)NC(=O)c2ccc3c(c2)OCO3)cc1C (centres undefined),u,x
Cc1ccc(NC(=O)CSc2ccc(-c3ccccn3)nn2)c(C)c1,u,x
O=C(NCc1ccco1)C1CC(c2c(Cl)cccc2Cl)=NO1 (centres undefined),3.7%,x
CC(=O)c1cccc(NC(=O)N2CCCC(C(=O)c3cc(F)ccc3F)C2)c1 (centres undefined),5.8%,10.1
CSCCC(NC(=O)c1ccccc1)C(=O)NCCCn1nc(C)cc1C (centres undefined),u,x
Cc1ccc(C(=O)NC(=S)Nc2ccc(Oc3ccc(Cl)cc3)cc2)cc1,1.0%,0.1
COc1cc(/C=C/C(=O)OCC(=O)NC(=O)NC23CC4CC(CC(C4)C2)C3)ccc1OCC#N,u,x
CCSc1nnc(NC(=O)C2CCN(S(=O)(=O)c3ccccc3C(F)(F)F)CC2)s1,18.7%,2.7
CCN(c1ccccc1)S(=O)(=O)c1ccc(Cl)c(NC(=O)CN2C(=O)NC3(CCCC3)C2=O)c1,u,x
Cc1nn2c(C(F)(F)F)c3c(nc2c1-c1ccccc1)CCC3,-6.4%,5.3
O=C(NNS(=O)(=O)c1ccccc1[N+](=O)[O-])c1cccc(Cl)c1,-6.1%,-9.1
Cc1ccc(C(=O)Nc2ccc(C(=O)N/N=C/c3ccc(C)o3)cc2)cc1,11.3%,-12.8
OC1=C(O)c2nc3ccccc3nc21,-6.4%,-18.9
c1ccc(Cn2c(CN3CCCC3)nc3ccccc32)cc1,-5.9%,9.8
CCOC(=O)c1csc(-c2snnc2C)n1,5.1%,13.7
C=CCNc1nc(C(=O)OCC(=O)Nc2ccc(S(N)(=O)=O)cc2)cs1,15.1%,2.9
Cc1cc(=O)n(C)c(=O)n1CCCCCCOc1cccc([N+](=O)[O-])c1,u,x
Cc1ccc(CCNC(=O)C2CCN(S(=O)(=O)N3CCOCC3)CC2)cc1,u,x
O=C(O)CCCC(=O)Nc1nc(-c2ccc(F)cc2)cs1,i,x
CCc1nnc(NC(=O)C(C)Sc2ccccc2)s1 (centres undefined),u,x
OCCC1CN(Cc2ccc(Oc3ncccn3)cc2)CCN1C1CCCC1 (centres undefined),-16.9%,-13.5
O=C(Cc1ccc(Cl)cc1)Nc1ccccc1Sc1ccccc1,20.0%,10.0

# A draw from above in order of SMILES length, largest number first.
SMILES,S3 lipid droplet,S3 lipid droplet cell count max
OCCC1CN(Cc2ccc(Oc3ncccn3)cc2)CCN1C1CCCC1 (centres undefined),-16.9%,-13.5
O=C(O)CCCC(=O)Nc1nc(-c2ccc(F)cc2)cs1,i,x
c1ccc(Cn2c(CN3CCCC3)nc3ccccc32)cc1,-5.9%,9.8
CCc1nnc(NC(=O)C(C)Sc2ccccc2)s1 (centres undefined),u,x
OC1=C(O)c2nc3ccccc3nc21,-6.4%,-18.9

# Later entries
SMILES,S3 lipid droplet,S3 lipid droplet cell count max
CCOc1ccc(OC(=O)c2ccc3c(=O)n4c(nc3c2)CCC4)cc1,18.6%,x
Cn1c(SCC(=O)NCc2ccc3c(c2)OCO3)nc2c(c1=O)SCC2,-3.6%,-14.4
O=C(Nc1ncnc2sc3c(c12)CCCCC3)c1ccc(F)cc1,u,x
O=C(NCC1CCCO1)C(c1ccncc1)N(Cc1cccs1)C(=O)CN1C(=O)c2ccccc2S1(=O)=O (centres undefined),-17.1%,x
C/C(=N\NC(=O)CCn1nnc2ccccc21)c1ccco1,6.5%,15.2
CC(=O)Nc1ccc(S(=O)(=O)Oc2ccc(Br)cc2C(=S)N2CCOCC2)cc1,u,x
COCCN(C(=O)CCC(=O)Nc1nccs1)C(C(=O)NCCC(C)C)c1ccc(F)cc1 (centres undefined),-20.8%,5.8
Cc1ccc(S(=O)(=O)NCC(=O)OCC(=O)N(C)C2CCS(=O)(=O)C2)cc1 (centres undefined),u,x
Cc1c(Cl)cccc1Nc1nc(NCCO)c2ccccc2n1,u,x
CS(=O)(=O)N1CCCC(C(=O)NCCc2ccccc2)C1 (centres undefined),-8.4%,1.7
O=C1N/C(=C/c2cccn2-c2ccccc2)C(=O)N1c1cccc(Cl)c1,u,x
CC(=O)c1c(C)[nH]c(C(=O)OCc2cccc(C)c2)c1C,u,x

# Reprinted at random: 7 records from the list, in no set order.
SMILES,S3 lipid droplet,S3 lipid droplet cell count max
C/C(=N\NC(=O)CCn1nnc2ccccc21)c1ccco1,6.5%,15.2
O=C1N/C(=C/c2cccn2-c2ccccc2)C(=O)N1c1cccc(Cl)c1,u,x
CCOc1ccc(OC(=O)c2ccc3c(=O)n4c(nc3c2)CCC4)cc1,18.6%,x
CC(=O)Nc1ccc(S(=O)(=O)Oc2ccc(Br)cc2C(=S)N2CCOCC2)cc1,u,x
CC(=O)c1c(C)[nH]c(C(=O)OCc2cccc(C)c2)c1C,u,x
O=C(Nc1ncnc2sc3c(c12)CCCCC3)c1ccc(F)cc1,u,x
Cn1c(SCC(=O)NCc2ccc3c(c2)OCO3)nc2c(c1=O)SCC2,-3.6%,-14.4

# Continued:
SMILES,S3 lipid droplet,S3 lipid droplet cell count max
Cc1cc(C)n(-c2nc3ccccc3c(=O)n2OCCOc2ccccc2)n1,6.5%,9.3
CCCCOC(=O)CCc1c(C)[nH]c(=O)c(C#N)c1C,u,x
CC(C)c1cccc(O)c(=O)c1,u,x
Nc1ncnc(Oc2cccc(C(F)(F)F)c2)c1[N+](=O)[O-],u,x
CC(C)OC(=O)C1C2C=CC3(CN(C(C)c4ccc(Br)cc4)C(=O)C13)O2 (centres undefined),u,x
Cc1cc(NC(=O)CCC(=O)N(Cc2cccs2)C(C(=O)NC2CCCC2)c2cccnc2)no1 (centres undefined),-2.5%,-5.2
O=C(NCCCO)c1cc2c([nH]c3ccccc32)c(-c2ccccc2)n1,u,x
Cc1c(C(=O)O)[nH]c2ccc([N+](=O)[O-])cc12,u,x
CCCCCCn1c(CN2CCCCC2C)nc2c1c(=O)n(C)c(=O)n2C (centres undefined),3.9%,-2.3
S=c1[nH]ccn1-c1cccc(Cl)c1Cl,6.6%,15.9
O=C(OCCN1CCN(C2=NS(=O)(=O)c3ccccc32)CC1)c1ccccc1F,u,x
O=C(Nc1ccc2c(c1)Cc1ccccc1-2)c1cccnc1,12.5%,10.2
CC(C(=O)N1CCN(c2ccccc2F)CC1)c1ccc([N+](=O)[O-])cc1 (centres undefined),u,x
COc1cc(-c2nn3c(-c4ccccc4)nnc3s2)cc(OC)c1OC,u,x
CC(C)OC(=O)CSc1nnc(-c2cccnc2)n1N,20.9%,27.2
O=C(CSc1nc2[nH]c(=O)cc(O)c2s1)Nc1ccc(Cl)c(C(F)(F)F)c1,-4.9%,-19.0
CC(C)Cc1cc(C(=O)Nc2c(F)cc(F)cc2Br)no1,u,x
CCNc1nc(NCC)nc(N(C#N)CCOc2ccccc2)n1,-8.2%,12.1
CC(C)(C)Nc1ncnc2c1cnn2-c1ccccc1,u,x
O=C1CCCN1CC1CCCN(Cc2nc(COc3ccccc3)no2)C1 (centres undefined),u,x
CC1CCN(C(C)C(=O)Nc2cc(S(=O)(=O)N3CCCCC3)ccc2Cl)CC1 (centres undefined),u,x
COc1ccc(NC(=O)CSc2ncnc3c2sc2ccccc23)c(OC)c1,u,x
COc1ccc(C2CC(=O)C3=C(C2)Nc2ccccc2N(C(=O)C2CC2)C3c2cccnc2)cc1OC (centres undefined),u,x
CCCCC(=O)O[C@H]1CC[C@H]2[C@@H]3CCc4cc(O)ccc4[C@H]3CC[C@]12C,u,x
O=S(=O)(c1ccc(N2CCN(CCO)CC2)nc1)N1CCOCC1,u,x
C=CCn1c(N)c(C(=O)OC(C)CC)c2nc3ccccc3nc21 (centres undefined),u,x
Cc1ccc2cc(C)c(N3CCC(C)CC3)nc2c1,-3.2%,-11.3
COc1ccc(S(=O)(=O)n2cnc(C)c2)cc1,-0.1%,4.8
CCC(CC)NC(=O)/C=C/c1cccc([N+](=O)[O-])c1,u,x

# Compound activity: PubChem, National Center for Advancing Translational Sciences (NCATS)
